All columns: NCI-60 one-dose screen, growth in % after 48 h at 10 µM unless noted; 100 = growth as untreated, 0 = no growth, -100 = all killed.
MOLT-4 = MOLT-4 leukemia cells; hit rate 6.9% among 80,000; AID 1794779
RPMI-8226 = RPMI-8226 leukemia cells; hit rate 7.5% among 77,000
MDA-MB-468 = MDA-MB-468 breast cancer; hit rate 8.5% among 78,000; AID 2202374
SR = SR leukemia cells; AID 1794780; hit rate 8.7% among 73,000
MDA-MB-231 = MDA-MB-231 breast cancer; hit rate 5% among 81,000
MCF7 = MCF7 breast cancer; hit rate 6.3% among 82,000; AID 1794796
K-562 = K-562 leukemia; AID 1794777; hit rate 7.4% among 78,000
CCRF-CEM = CCRF-CEM leukemia | AID 1794778 | hit rate 7% among 77,000
Starred values were filed as active, the others as inactive; · = not tested or not shown; & = joins results of further samples. Rule for the calls: active = growth percent below 10; inactive = the rest.

Fields: MOLT-4	RPMI-8226	MDA-MB-468	SR	MDA-MB-231	MCF7	K-562	CCRF-CEM
- c1ccc([C@H]2O[C@@H]2c2ccccc2)cc1
→ 98	107	97	91	105	104	101	97
- CC1=C2C3OC(=O)C(C)C3CCC2(C)C=C(Br)C1=O (configuration not stated)
→ 92	105	75	101	105	95	80	101
- CC(C)C1=C[C@@]23CC[C@H]4C(C)(C(=O)O)CCC[C@]4(C)[C@H]2C[C@@H]1C1=C3C(=O)C=CC1=O (some centres not stated)
→ 95	111	95	119	104	100	102	107
- C=C(C)[C@@H]1CCC2(C(=O)S)CC[C@]3(C)[C@H](CC[C@@H]4[C@@]5(C)CC[C@H](O)C(C)(C)[C@@H]5CC[C@]43C)[C@@H]12 (some centres not stated)
→ 131	113	105	·	114	100	127	99
- O=[N+]([O-])c1cc(Cl)cc(Cl)c1O
→ 106	103	104	103	110	104	109	99
- CN/C(=C\[N+](=O)[O-])NCCSCc1csc(CN(C)C)n1
→ 110	82	70	·	76	89	·	62
- COc1ccc2nc(-c3ccc(-n4c(=O)c5cccnc5n(-c5ccccc5)c4=O)cc3)sc2c1
→ 91	97	105	118	106	91	107	88
- COc1ccc(-n2c(CSc3ccc(Cl)cc3)n[nH]c2=S)cc1
→ 97	102	119	·	108	97	100	·
- COc1ccc(C2=Nn3c(N=Nc4c(O)[nH]c5ccc(OC)cc45)nnc3SC2)cc1
→ 88	100	112	65	113	97	82	97
- Cc1c(C#N)cccc1NN
→ 108	101	·	·	90	82	117	115
- CCOC(=O)CSc1ncnc2c1c(-c1ccccc1)c(-c1ccccc1)n2-c1ccc(C)cc1
→ 67	38	52	80	86	52	38	67
- N#CC1=C(Nc2ccccc2Cl)SC(c2ccccc2O)NC1=O (configuration not stated)
→ 104	97	122	123	113	105	102	100
- CC(=O)c1ccc(NC(=O)N2CCN(c3cc4c(cc3F)c(=O)c(C(=O)O)cn4C3CC3)CC2)cc1
→ 102	102	103	108	105	95	107	103
- Nc1nc(Nc2ccccc2SSc2ccccc2Nc2nc(N)nc(-c3cccc(Br)c3)n2)nc(-c2cccc(Br)c2)n1
→ 52	60	95	-44*	57	69	59	·
- Clc1nc2nc3n(c2nc1Cl)CCC3
→ ·	102	98	108	109	99	99	110
- COc1cc(-c2cc(/C=C/C(=O)c3ccc4c(c3)OCO4)[nH]n2)cc(OC)c1OC
→ 53	-12*	-4.5*	-15*	65	17	22	0.1*
- O=C(C[n+]1cccc2c3ccccc3ccc21)C(F)(F)F
→ 114	88	24	78	91	94	71	97
- COC(=O)C(C#N)=C1CCCC1
→ 106	109	92	81	105	93	95	108
- O=C(Nc1ccccc1SC(=O)c1ccccc1)c1ccccc1
→ 98	95	·	106	116	95	104	101
- C=CCNc1n[nH]c(=S)s1
→ 102	105	119	87	98	97	101	93
- C[C@@H]1N=C(c2ccc(N=[N+]=[N-])cc2)Nc2nc3ccccn3c2C1=O
→ ·	·	73	·	80	59	·	97
- Cc1ccc(C(CC(=O)c2ccccc2)c2ccccc2)cc1 (configuration not stated)
→ 98	98	109	116	83	99	87	105
- COc1ccc(-c2[nH]ncc2/C=C/c2cc(C(F)(F)F)[nH]c(=O)n2)cc1
→ 86	96	96	72	103	91	87	73
- CCOc1ccccc1N
→ ·	111	125	110	104	94	111	91
- COc1cccc(-c2nn(-c3ccccc3)cc2-c2ccnc(NCCCNS(=O)(=O)c3ccc(F)cc3)c2)c1
→ 34	40	48	43	52	49	27	37
- Cc1ccccc1-n1cc(COC(=O)/C=C/c2cn(-c3ccccc3)nc2-c2ccc(Cl)cc2)nn1
→ 92	88	99	98	79	62	72	93
- CC1=CC(O)(C2(O)C=C(C)CC(C)(C)C2)CC(C)(C)C1 (configuration not stated)
→ 93	103	·	·	113	103	·	99
- CCCCn1c(C)cc(C)c(C#N)c1=O
→ 105	100	126	108	94	97	101	102
- N#Cc1c(-c2ccc(Cl)cc2)nc2c(c(-c3ccccc3)nn2-c2ccccc2)c1-c1ccc(N2CCCCC2)cc1
→ 102	117	84	106	96	96	92	111
- C/C(=N\O)c1ccc(OCC(=O)Nc2nc(-c3ccc(C)cc3)cs2)cc1
→ 97	117	114	104	102	96	107	109

Six structures out of the list, sorted by SMILES length, high to low.
Fields: MOLT-4	RPMI-8226	MDA-MB-468	SR	MDA-MB-231	MCF7	K-562	CCRF-CEM
- COc1cccc(-c2nn(-c3ccccc3)cc2-c2ccnc(NCCCNS(=O)(=O)c3ccc(F)cc3)c2)c1
→ 34	40	48	43	52	49	27	37
- CCOC(=O)CSc1ncnc2c1c(-c1ccccc1)c(-c1ccccc1)n2-c1ccc(C)cc1
→ 67	38	52	80	86	52	38	67
- COc1ccc(-c2[nH]ncc2/C=C/c2cc(C(F)(F)F)[nH]c(=O)n2)cc1
→ 86	96	96	72	103	91	87	73
- O=C(Nc1ccccc1SC(=O)c1ccccc1)c1ccccc1
→ 98	95	·	106	116	95	104	101
- c1ccc([C@H]2O[C@@H]2c2ccccc2)cc1
→ 98	107	97	91	105	104	101	97
- Clc1nc2nc3n(c2nc1Cl)CCC3
→ ·	102	98	108	109	99	99	110

(list continues)
Fields: MOLT-4	RPMI-8226	MDA-MB-468	SR	MDA-MB-231	MCF7	K-562	CCRF-CEM
- C=CCOC(=O)[C@@H]1CCCN1C(=O)CNC(=O)OC(C)(C)C
→ 98	105	109	98	104	·	103	91
- NC(=O)c1c(NC(=O)COC(=O)c2ccccc2)sc2c1CCC2
→ 76	·	·	42	112	86	62	123
- Cc1sc2nc(NCCO)[nH]c(=O)c2c1C
→ 98	111	99	99	107	94	101	97
- COc1ccc(-n2c(SCC(=O)NC(=O)Nc3ccccc3)nc3c(Br)cc(Br)cc3c2=O)cc1
→ 94	96	101	·	·	77	83	88
- C#C[C@H](O)/C=C/CCCCCCC#C[C@H](O)CC[C@@H](O)C#CCCCCCC/C=C/[C@@H](O)C#C
→ 0.9*	21	98	-23*	63	68	12	-37*
- CC(=O)n1nc(C(=O)OC(C)C(C)(C)C)c2ccccc21 (configuration not stated)
→ 92	102	93	88	96	91	95	96
- CC(=O)N[C@]1(C)CCC2C[C@H]1C(C)=NC2(C)C
→ ·	·	89	·	107	99	·	·
- O=C(N/N=C/c1cc(Cl)ccc1O)c1ccccc1Nc1ccnc(C(F)(F)F)c1
→ 55	47	13	105	50	21	89	12
- COc1ccc(-c2cc(-c3cccn3C)c(C#N)c3nnc(C)n23)cc1OC
→ 97	68	90	100	86	81	59	71
- C1CN(c2nc(N3CCOCC3)c3[nH]c(N4CCOCC4)nc3n2)CCO1
→ 111	99	126	·	119	98	102	94
- Cc1cc2nc(-c3ccc4c(c3)OCO4)n3c(=O)cc(C)n3c2cc1C
→ ·	92	76	107	81	83	97	97
- C[C@@H]1NC(=O)[C@H](Cc2ccccc2)N(Cc2cccs2)C1=O
→ 104	95	107	99	107	93	98	99
- CN(C)Cc1cn(-c2ncc(-c3ccc(C(F)(F)F)cc3)c(NC3CCCCCC3)n2)nn1
→ 75	60	83	40	90	70	38	81
- COc1cc(/C=C/c2cc(/C=C/c3ccc(O)c(OC)c3)n(-c3cccc(Cl)c3)c(=S)n2)ccc1O
→ 46	61	84	49	68	68	59	53
- CC[C@H](c1ccc(O)c(O)c1)[C@@H](CC)c1ccc(O)c(F)c1
→ 75	83	68	53	104	92	73	131
- CCCCCCCCCCN1CCC(N2CCCCC2)CC1
→ -26*	-45*	-73*	·	-36*	-61*	-76*	7.0*
- COC(=O)c1ccc(Nc2nc3ccccc3cc2C=O)cc1
→ 81	45	106	87	79	56	84	63
- O=C(/C=C/c1ccco1)Nc1ncc(Cc2cccc(C(F)(F)F)c2)s1
→ 14	12	10	9.9*	25	13	4.6*	15
- COc1ccc(C(=O)/C=C/c2ccc(Oc3nc(Nc4ccc(F)cc4)nc(N(C)C)n3)c(OC)c2)cc1
→ 11	4.0*	41	12	54	16	26	19
- NC(=O)c1cc(O)cc(O)c1
→ 89	·	114	81	123	101	95	104
- Cc1ccc(CNCC(=O)O)cc1
→ 106	102	98	100	105	91	104	107
- N#Cc1c(-c2ccccc2)nc2c(c(-c3ccccc3)nn2-c2ccccc2)c1-c1ccc(N2CCCCC2)cc1
→ 95	107	94	114	98	100	93	97
- C=CCc1cc(/C(CC)=C(/CC)c2ccc(O)c(CC=C)c2)ccc1O
→ 46	55	43	53	84	110	50	28
- CN(C)/N=C/c1nccc2ccccc12
→ 109	101	98	92	101	100	95	95
- COc1cc(-c2nc3sc(-c4ccccc4)cn3n2)cc(OC)c1OC
→ 55	58	65	34	59	77	61	51
- Cc1cc(N(CCCNc2ccnc3cc(Cl)ccc23)Cc2ccccn2)nc(N2CCCC2)n1
→ ·	49	88	·	56	57	9.3*	54
- C=C(Cl)[C@@H]1CC[C@]2(CO)CC[C@]3(C)[C@H](CC[C@@H]4[C@@]5(C)CC[C@H](O)C(C)(C)[C@@H]5CC[C@]43C)[C@@H]12
→ 77	59	87	91	85	71	·	90
- COc1ccc(-c2csc(NNc3nc(-c4ccc(F)cc4)c(C#N)c(N4CCOCC4)n3)n2)cc1
→ 75	84	70	81	102	92	90	89
- Cc1ccc2c(=O)c(C(=O)O)c[nH]c2n1
→ ·	93	103	·	110	93	·	101
- CCCCc1nc(Cl)c(C2C(C#N)=C(N)Oc3n[nH]c(CCC)c32)[nH]1 (configuration not stated)
→ 103	98	111	96	107	99	91	97

New compounds follow:
Fields: MOLT-4	RPMI-8226	MDA-MB-468	SR	MDA-MB-231	MCF7	K-562	CCRF-CEM
- CC(C)CNc1nc(NCC(C)C)[nH]c(=O)n1
→ 108	106	102	67	111	102	91	104
- CC1=NN(c2nc(-c3c(O)cc(C)oc3=O)cs2)C(=O)/C1=C\c1ccc(Cl)cc1
→ 95	96	86	107	100	96	99	86
- CCCN1C2CCC1/C(=C\c1ccc(Cl)cc1)C(=O)/C2=C/c1ccc(Cl)cc1
→ 71	82	94	82	99	85	68	79
- OC(CCCCCCCCC(O)CN1CCc2ccccc2C1)CN1CCc2ccccc2C1 (configuration not stated)
→ 110	·	127	104	98	96	97	·
- N/C(=N\NC(=O)CCl)c1c(N)nc(=S)[nH]c1-c1ccc(Cl)cc1Cl
→ 100	109	110	86	107	97	90	103
- COc1ccc(-n2c(SCC(=O)NNC(=S)NC(=O)c3ccc(Br)cc3)nc3ccc(Cl)cc3c2=O)cc1
→ 99	106	95	72	99	92	95	82
- CCOc1cccc(C2CC(=O)Nc3cc4c(cc32)OCO4)c1 (configuration not stated)
→ 78	71	34	58	111	83	48	73
- O=C(O)c1ccc2c(c1Sc1ccccc1)C(=O)c1ccccc1C2=O
→ 113	106	98	96	90	95	112	92
- CCCCc1oc2ccc([N+](=O)[O-])cc2c1C(=O)c1ccc(C#CC2CC2)cc1
→ 84	85	83	76	83	82	62	88
- CC1CC(C)(C)C2=NCCN21 (configuration not stated)
→ 105&100	104&104	95&101	130&97	113&124	91&92	95	122&99
- CCC(C)C(=O)Nc1nc(-c2ccc(S(=O)(=O)N(CC)CC)cc2)cs1 (configuration not stated)
→ 49	46	51	·	74	87	57	72
- CNc1ccc(/C=C/c2c(F)cccc2F)cc1
→ 93	81	27	61	23	29	100	91
- Cc1nc(NCCCN2CCOCC2)c2cnn(-c3ccccc3)c2n1
→ 96	91	105	98	89	92	98	95
- COc1ccc2c(c1)-n1c(C)cc(=O)n1CC(=O)N2
→ 102	103	96	97	107	97	108	·
- Cc1c(-c2ccccc2)nc(NCCO)c(C#N)c1C#N
→ 90	80	63	75	83	82	82	118
- CNC(=O)c1c(NC(=O)c2ccc(F)cc2F)sc2c1CCC(=O)C2
→ 2.0*	-12*	-16*	1.6*	-17*	7.4*	13	4.0*
- Cc1ccc2[nH]c(C)c(CC(=O)O)c2c1
→ 81	·	101	101	107	104	83	108
- O=C(NCc1ccccc1)C(F)(F)F
→ 103	118	98	·	108	99	104	116
